Source: PubChem BioAssay
ARFGAP1 inhibitor: rat ARFGAP1 inhibition; hit rate 0.26% among 360,000; AID 651572; Arfgap1-stimulated ARF1 GTP hydrolysis, GDP FP detection; inhibition, % at 16.5 µM;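 active means inhibition above a per-plate limit, mean inhibition of low control wells plus 3 SD, cut at about 25% in these data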;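 further: 0% = DMSO wells with enzyme and 100% = wells lacking Arfgap1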
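Assay system: Rat Arfgap1 GAP domain (His6, aa 1-136), purified enzyme | Buffer or medium: HEPES 25 mM pH 7.5, NaCl 150 mM, MgCl2, DTT | Schedule: GTP hydrolysis reaction 2 h at 25 °C | Signal: FP of antibody-bound GDP Alexa 633 tracer, ex 620/em 688 nm | Measure: Percent inhibition of Arfgap1-stimulated GTP hydrolysis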
LEDGF integ inh: blocks HIV-1 LEDGF/p75-dependent DNA integration; inhibition, % at 3.7 µM; hit rate 0.64% among 370,000; TR-FRET IN-LEDGF/p75 DNA integration, Eu/Cy5;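 active means inhibition above the screen-wide mean plus 3 SD, cut at about 13% in these data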;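 further: signal is the Cy5 over europium emission ratio at 671 and 618 nm; 0% = plate median of compound wells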
ASAP1 inh: ASAP1 ArfGAP inhibition | Q9ULH1 | ASAP1-stimulated ARF1 GTP hydrolysis, GDP FP detection | inhibition, % at 16.5 µM | hit rate 0.19% among 360,000 | AID 624377; in the data active means inhibition above about 25%;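 further: 0% = vehicle with enzyme and substrate and 100% = no enzyme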
TDP2 absorb: TDP2 (human) inhibition, absorbance primary screen; recombinant TDP2, T5PNP hydrolysis, p-nitrophenol absorbance 415 nm; inhibition, % at 12.8 µM; hit rate 0.34% among 370,000; AID 720702;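 active means inhibition above the mean of all tested compounds plus 3 SD, set per campaign, cut at about 25% in these data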;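 further: 0% = DMSO with enzyme and 100% = buffer with substrate but no TDP2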
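test system = human TDP2 enzyme | input = TDP2 enzyme at 120 nM final | medium = 50 mM Tris-HCl pH 7.5 with Mg2+, KCl, DTT, BSA | also added = T5PNP substrate, 5 mM | times = 2 h at 37 °C | technique = epi absorbance | benchmarks = high control without enzyme, low control DMSO plus TDP2 | replication = each compound tested once, singlicate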
DDE Tn7 FP inh: disrupts Tn7 cyclic peptide binding to fibrin D-Dimer-E complex; P02675; FP displacement of FITC-Tn7 peptide from fibrin DD(E); 0% = median of compound wells per plate; inhibition, % at 8.3 µM; hit rate 0.13% among 370,000; AID 720508;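 active means inhibition above the mean of compounds falling within the control limits plus 3 SD of them, cut at about 14% in these data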;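 further: 0% = plate median of compound wells and 100% = 10 µM Aha-Tn7 peptide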
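Test system – human fibrin DD(E) · Times – 10 min preincubation, 3 h with tracer, room temperature · Detection – fluorescence polarization of the labelled Tn7 tracer · Measure – percent inhibition normalized to high-control wells · Benchmarks – high control wells with 10 µM unlabelled Aha-Tn7 peptide (full inhibition) · Repeats – singlicate testing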
proKLK7 act: activators of human kallikrein-7 zymogen | P49862 | purified proKLK7, EDANS-DABCYL substrate fluorescence; 100% is mature enzyme control, 0% vehicle | hit rate 0.9% among 370,000 | AID 652039 | activation, % at 7 µM;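 active means activation above the mean of all tested compounds plus 3 SD, computed per campaign excluding outliers beyond control limits, cut at about 13% in these data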
ADAM10 inh: inhibits human ADAM10; inhibition, % at 7 µM; AID 720582; hit rate 0.62% among 370,000; recombinant ADAM10, EDANS/DABCYL FRET peptide cleavage, 3 h;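 active means inhibition above a per-campaign cutoff equal to the mean of compounds falling between control-based bounds plus 3 SD, cut at about 20% in these data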;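 further: 0% = DMSO wells while the 100% control is not disclosed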
DDE Tn6 FP inh: DD(E)-Tn6 binding inhibition, primary FP screen | P02675 | Fibrin DD(E) TRITC-Tn6 fluorescence polarization displacement | hit rate 0.21% among 370,000 | AID 720509 | inhibition, % at 8.3 µM;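 active means inhibition above a per-campaign cutoff: mean of compounds within control limits plus 3 SD, cut at about 15% in these data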;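 further: 0% = median of all compound wells on the plate and 100% = blocking peptide control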
PLCg1 inh: inhibitors of human phospholipase C gamma1; P19174; purified PLC-gamma1, fluorogenic substrate, fluorescence; inhibition, % at 12.2 µM; hit rate 0.84% among 370,000; AID 720700; in the data active means inhibition above about 9.5%
Target sequence (P19174 whole entry, looked up): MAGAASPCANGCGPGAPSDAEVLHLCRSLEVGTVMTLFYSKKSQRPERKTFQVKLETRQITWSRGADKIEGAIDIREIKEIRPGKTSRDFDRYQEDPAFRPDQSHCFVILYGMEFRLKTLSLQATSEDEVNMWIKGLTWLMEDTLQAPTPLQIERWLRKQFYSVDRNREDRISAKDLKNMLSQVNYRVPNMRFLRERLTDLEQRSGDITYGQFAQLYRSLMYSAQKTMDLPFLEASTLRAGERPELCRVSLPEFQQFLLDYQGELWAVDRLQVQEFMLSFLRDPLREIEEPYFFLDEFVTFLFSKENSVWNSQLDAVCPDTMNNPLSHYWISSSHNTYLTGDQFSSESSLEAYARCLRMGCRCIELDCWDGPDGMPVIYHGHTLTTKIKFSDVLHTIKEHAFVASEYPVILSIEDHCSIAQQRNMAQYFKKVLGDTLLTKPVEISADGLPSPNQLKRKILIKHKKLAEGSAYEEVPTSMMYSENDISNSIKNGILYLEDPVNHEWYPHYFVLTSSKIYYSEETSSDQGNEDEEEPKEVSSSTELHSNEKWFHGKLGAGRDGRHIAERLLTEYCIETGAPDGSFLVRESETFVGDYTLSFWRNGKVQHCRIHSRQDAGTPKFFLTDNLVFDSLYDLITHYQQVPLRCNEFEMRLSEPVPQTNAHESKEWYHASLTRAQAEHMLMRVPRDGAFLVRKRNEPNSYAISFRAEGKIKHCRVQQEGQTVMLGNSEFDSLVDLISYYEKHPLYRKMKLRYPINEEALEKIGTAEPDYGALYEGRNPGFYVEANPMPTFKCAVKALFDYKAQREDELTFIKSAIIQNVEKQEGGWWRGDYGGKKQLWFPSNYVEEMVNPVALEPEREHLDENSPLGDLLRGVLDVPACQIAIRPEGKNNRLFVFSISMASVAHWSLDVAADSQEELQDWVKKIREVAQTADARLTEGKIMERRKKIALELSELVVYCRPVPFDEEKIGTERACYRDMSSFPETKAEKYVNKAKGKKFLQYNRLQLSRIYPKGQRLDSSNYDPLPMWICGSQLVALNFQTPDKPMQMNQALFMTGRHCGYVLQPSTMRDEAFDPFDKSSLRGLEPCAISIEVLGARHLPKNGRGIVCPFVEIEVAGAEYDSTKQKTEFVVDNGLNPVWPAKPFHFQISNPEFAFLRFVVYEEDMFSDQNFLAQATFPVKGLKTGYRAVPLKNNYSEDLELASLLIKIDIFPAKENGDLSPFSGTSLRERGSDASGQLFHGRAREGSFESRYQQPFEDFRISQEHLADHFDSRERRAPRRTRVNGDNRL
ADAM17 inh: ADAM17 inhibition, QFRET primary screen | recombinant ADAM17, EDANS/DABCYL FRET peptide cleavage | AID 720648 | hit rate 0.83% among 370,000 | P78536 | inhibition, % at 6.95 µM;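 active means inhibition above the mean of compounds lying between control limits plus 3 SD, set per campaign, cut at about 8.5% in these data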;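 further: 0% = DMSO-only wells as the low control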
An asterisk follows results filed as active; x = not tested or not shown.

SMILES	ARFGAP1 inhibitor	LEDGF integ inh	ASAP1 inh	TDP2 absorb	DDE Tn7 FP inh	proKLK7 act	ADAM10 inh	DDE Tn6 FP inh	PLCg1 inh	ADAM17 inh
Cc1ccc(C)c(NC(=O)COc2coc(CN3CCc4ccccc4C3)cc2=O)c1	10	4	3	-23	-7	0.1	-6	1	-3	-4
CCC(C)N(C(=O)CSc1nc(C)nc2ccccc12)C1CCS(=O)(=O)C1 (configuration not stated)	-12	0	5	2	5	-0.2	-7	12	-2	-3
O=C(CCCN1C(=O)/C(=C/c2ccccc2Cl)SC1=S)NNC(=O)c1ccc(Cl)cc1	16	-4	1	13	-1	-0.4	-5	0	-1	-6
COc1ccc(CCN(C)c2ccc(C(N)=O)cc2[N+](=O)[O-])cc1OC	-1	1	0	-3	0	0.1	2	1	-1	2
CCC(=O)NC1=C(Nc2ccc(N)cc2)C(=O)c2ccccc2C1=O	-7	5	6	-5	-6	0.0	5	-10	6	5
O=C(Nc1ccc2c(c1)OCO2)c1ccc(Cl)s1	4	-1	-1	7	1	0.1	6	5	-1	-3
COC(=O)C1=C(C)N(C)C(=O)NC1c1cc(Cl)cc(Cl)c1OC (configuration not stated)	-3	0	-4	-3	0	0.1	10	1	2	-2
O=C(NCCc1ccc(Cl)cc1)c1ccc(NC2=NC3CS(=O)(=O)CC3S2)cc1 (configuration not stated)	2	0	-3	-2	3	0.1	-7	0	-1	-2
COc1ccc2c(c1)OC(O)(C(F)F)CC2=O (configuration not stated)	8	6	2	-13	-5	0.1	3	2	12*	3
CC(NCCC1(C(C)C)CCOC(C)(C)C1)c1cccs1 (configuration not stated)	2	-4	-1	-5	2	-0.5	0	3	-1	-4
Cc1ccc(-n2c(C)cc(C(=O)OCC(=O)N(CC(C)C)C3CCS(=O)(=O)C3)c2C)cc1 (configuration not stated)	22	3	-6	5	0	0.5	-4	-3	-1	-5
COc1ccccc1-c1c(C)oc2cc(OCC(=O)OCc3ccccc3)ccc2c1=O	-8	-1	0	-2	6	0.9	9	5	2	2
COc1cc(C(=O)NCc2nnc(SCC(=O)NCc3ccccc3)o2)cc(OC)c1OC	0	1	13	-5	4	-0.1	-6	1	1	-1
CSC1=NCCN1C(=O)c1ccc(S(=O)(=O)N(C)C)cc1	-2	2	-10	0	4	-0.6	-10	3	1	-3
CCOc1ccc(CCNC(=O)COC(=O)C2CCN(S(=O)(=O)c3ccc(C)c(C)c3)CC2)cc1OCC	20	-4	-2	-8	0	0.0	1	-4	-1	3
Cc1ccc(/C=C2\SC(=S)N(CCC(=O)NNC(=O)c3cccnc3)C2=O)cc1	18	4	-14	3	1	0.3	8	-9	2	-2
COc1ccc(-c2nc(-n3c(C)c(C(C)=O)c(C(C)=O)c3C)sc2C)cc1	-7	-2	-11	5	3	-0.4	-1	11	0	2
COC(=O)c1ccc(N2CCOCC2)c(NC(=O)c2ccc(Br)o2)c1	-1	0	-5	11	1	-1.2	-8	3	1	-2
Cc1ccc2nc(NC(=O)CN3CCOCC3)sc2c1	-4	0	-4	-8	10	1.0	9	12	1	2
O=C(N/N=C/c1ccco1)c1cc(C2CC2)[nH]n1	10	-2	-10	12	5	-0.1	-1	-2	1	-1
Cc1cccc(OCC(=O)NCCN2CCOCC2)c1	6	1	12	3	-3	0.5	1	-1	-1	-4
CC(C)c1ccc(-n2nc3ccc(N)cc3n2)cc1	-9	9	5	21	-2	-2.1	-34	1	-100	-11
COc1cc2c(cc1OC)C(c1ccc(-c3ccccc3Cl)o1)=NCC2	2	4	1	0	-1	0.9	-12	3	-134	-2
CC(=O)CSc1nnc2c3ccccc3nc(C(C)(C)C)n12	3	-2	-3	-5	5	-0.6	0	6	-2	-7
CC(=O)NC1(C(F)(F)F)N=C(c2ccccc2)NC1=O (configuration not stated)	5	-1	-1	3	-2	0.3	2	-2	2	-4
CS(=O)(=O)c1sc(C#N)c2c1C(=O)CC(c1ccccc1)C2 (configuration not stated)	6	-1	1	-1	8	-0.4	-3	-3	6	-5
COc1ccc(C2=NOC(Cn3nc(C(=O)NCc4ccccc4OC)cc3-c3ccccc3)C2)cc1 (configuration not stated)	7	3	-3	-3	-1	0.1	5	-6	6	4
O=C(CSc1nc2ccccc2c(=O)n1-c1ccc(F)cc1)NC1CC1	5	-4	12	-4	0	0.0	-11	1	4	-3
O=C(Nc1ccc(NC(=O)C2CC2)cc1)c1ccco1	4	-5	2	-3	3	-0.5	8	11	1	-4
Cc1cccc(NS(=O)(=O)c2cccs2)n1	-3	4	-11	8	1	1.1	-42	2	-11	-20
O=C(COc1ccccc1-c1ccccc1)NN=C1CCCC1	1	-3	-5	-9	-1	0.7	-1	0	2	-1
O=C(CCS(=O)(=O)c1ccccc1)Nc1nc2cc3c(cc2s1)OCO3	-8	-3	0	11	-2	0.5	-10	4	-1	-4
C[C@@H](O)[C@@H]1NC(=O)c2cc([N+](=O)[O-])cc(I)c2NCC[C@@H](C(N)=O)NC(=O)CNC1=O	1	2	6	-4	3	-0.4	0	-3	0	-5
CCCCN(C(=O)c1ccc(S(=O)(=O)N2CCOCC2)cc1)C1CCS(=O)(=O)C1 (configuration not stated)	3	3	-1	-3	-2	0.1	3	6	1	-3
CC(C)(C)n1nnnc1C(c1cccs1)N1CCN(c2ccccc2)CC1 (configuration not stated)	-8	3	3	9	-8	-0.2	-8	0	5	-2
O=C(Nc1cccc(F)c1)C1CCCN(S(=O)(=O)c2cnc[nH]2)C1 (configuration not stated)	10	-1	9	2	3	0.5	0	2	0	-2
COc1ccc(-c2csc3nc(-c4ccccc4F)oc(=O)c23)cc1	4	5	1	4	1	0.3	3	-6	-5	0
Cc1ncsc1CCSc1n[nH]c(=O)n1-c1ccccc1	2	2	23	-1	-2	0.3	-5	-5	-4	-3
CCOC(=O)c1nn(-c2ccccc2C)c2nc(-c3ccc(C)cc3)c(C#N)c(=O)n12	-3	2	0	-2	3	-0.1	-11	2	-5	-8
COC(=O)CC1(c2cccc3ccccc23)C(=O)c2ccccc2C1=O	-10	-3	18	-3	2	0.4	8	2	4	4
O=C(O)CCCCCNS(=O)(=O)c1c(Cl)cccc1Cl	0	1	3	2	-1	0.1	0	0	-2	-3
O=C(CC1NCCNC1=O)Nc1ccc(Cl)c(Cl)c1 (configuration not stated)	-6	-1	-2	-7	3	0.5	2	-2	-1	-3
Cc1ccccc1NC(=O)NC1CCS(=O)(=O)C1 (configuration not stated)	2	-7	-16	-17	-2	0.2	-7	7	0	-1
O=C(/C=C/c1ccccc1)CC(=O)c1ccccc1	5	-1	-2	-1	6	-3.1	-6	-10	-8	1
COc1cccc(C2Nc3ccc4ccccc4c3C3=C2C(=O)CCC3)c1O (configuration not stated)	-2	-5	-3	3	0	0.3	-9	1	-3	-5
COc1ccc2cc(C(=O)O)ccc2c1	-12	-1	0	10	5	-0.4	1	4	1	-1
COCCCNC(=O)Cn1cnc2c(NCc3ccccc3)ncnc21	4	-1	10	-1	-3	-0.4	-10	-2	1	0
Cc1cc(NC(=O)COC(=O)Cn2[nH]c(=O)c3ccccc3c2=O)c([N+](=O)[O-])cc1C	15	-1	-1	9	0	0.2	-10	2	1	-7
Cc1ccccc1-c1n[nH]c(=S)n1C	0	0	2	0	-4	-0.5	-7	-2	1	0
O=C(Nc1cccc2cccnc12)c1cc(F)c(F)cc1Cl	-2	1	-7	-12	-5	-2.7	15	9	0	-3
Cc1cc(C)n(C(=O)c2ccc(C)o2)n1	-1	-2	-4	0	3	-0.3	4	-1	-4	0
CCCCOc1ccc(C(=O)NC2CCCCN(Cc3ccc(Cl)cc3)C2=O)cc1 (configuration not stated)	x	6	x	-6	-4	0.6	16	-5	6	6
CCn1c(=S)[nH]c2cc(S(=O)(=O)N3CCCCC3)ccc21	3	1	-2	-7	0	-0.1	10	3	5	2
